Bioassay records deposited in PubChem by several laboratories.
HSF1 activator: increases HSF-1 driven luciferase reporter signal; NIH3T3-HGL HSF-1 luciferase reporter, MG132, 8 h; 100% = twice DMSO control signal; activation, % at 9 µM; 1.7% of 300,000 active;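 active = mean replicate activation of at least 50% with a set share of replicates each reaching 50%; inconclusive = only one of those two conditions met; inactive = mean below 50% and too few replicates reaching it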;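 also: 0% = median of the neutral control wells and 100% = twice that signal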
aSyn UTR inh: MLPCN primary screen, SNCA 5' untranslated region. alpha-synuclein 5'UTR reporter, inhibitor activity. inhibition, % (tested at 7.5 µM). 0.82% of 300,000 active. AID 1813; in the data active = inhibition above about 60%; inconclusive = no clear call, values can overlap the other calls;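 also: H4 neuroglioblastoma cells stably carrying SNCA 5'UTR luciferase fusion; 0% = DMSO wells and 100% = positive control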
HSP90 inh: blocks HSP90-mediated luciferase refolding in reticulocyte lysate | Rabbit reticulocyte lysate, luciferase refolding luminescence, 3 h | inhibition, % at 5.6 µM | 0.91% of 290,000 active | AID 1789;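 active = inhibition above the screen-wide mean plus 3 SD, computed separately per campaign, cut at about 16% in these data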;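 also: 0% = DMSO wells and 100% = 60 µM geldanamycin wells; inhibitors lower the luminescence because luciferase stays unfolded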
GSK3beta inhib: inhibitors of human GSK3beta kinase | activity score (negative = inhibition), % at 10 µM | GST-GSK3beta kinase, ADP-Glo luminescence, 60 min; active compounds read low | 0.038% of 300,000 active;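 active = more than half of replicate wells score below -50%, meaning over 50% inhibition versus plate controls; inconclusive = some replicates but at most half score below -50%; inactive = no replicate scores below -50%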;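 also: 0% = median DMSO wells and -100% = median GW8510 positive control wells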
Target sequence (P49841 whole entry, looked up): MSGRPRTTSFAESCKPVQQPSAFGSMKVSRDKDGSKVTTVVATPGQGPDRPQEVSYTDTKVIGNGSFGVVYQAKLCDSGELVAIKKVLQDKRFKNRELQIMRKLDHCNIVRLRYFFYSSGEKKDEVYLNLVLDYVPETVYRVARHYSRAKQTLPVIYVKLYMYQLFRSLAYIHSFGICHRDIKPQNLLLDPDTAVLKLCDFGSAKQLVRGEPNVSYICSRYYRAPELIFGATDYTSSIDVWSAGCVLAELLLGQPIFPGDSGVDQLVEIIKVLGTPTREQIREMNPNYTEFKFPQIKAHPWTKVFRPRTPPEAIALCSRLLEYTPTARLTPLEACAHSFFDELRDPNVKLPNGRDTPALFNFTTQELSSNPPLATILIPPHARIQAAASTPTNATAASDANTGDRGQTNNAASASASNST
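Assay system: GST-fused GSK3beta enzyme, cell-free / Medium: Tris pH 7.5 buffer with MgCl2, DTT, BSA, heparin / Also added: peptide substrate plus 25 µM ATP (final) / Compound: 10 µM single point / Timing: kinase reaction with compound 60 min at room temperature / Detection: ADP-Glo luminescence / Benchmarks: DMSO neutral wells and GW8510 at 20 µM as positive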
AI-2 QS mod: Vibrio harveyi AI-2 quorum sensing modulation; 0.4% of 300,000 active; Vibrio harveyi JMH597 AI-2 luminescence/OD600 ratio, 9 h; active compounds read low; strain lacks LuxN and CqsS sensors; 0 = neutral-control median; AID 2094; activity change, % at 7.5 µM; in the data active = activity change below about -75%, passing the limit was not always enough; inconclusive = no clear call, values can overlap the other calls;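 also: luminescence divided by OD600 gain over 9 h not by final OD600 alone; inactives centre near 13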
HSF1 inhib: HSF1 inhibition; activity change, negative = inhibition, % at 7.5 µM (by protocol); AID 2098; NIH3T3-HGL HSE-luciferase, MG132-induced, luminescence 8 h; active compounds read low; 0.77% of 300,000 active;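 active = more than half of replicate wells show activity change below -50%, luminescence cut by over half; inconclusive = some wells, but at most half, below -50%; inactive = no replicate well below -50%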;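 also: luciferase reports HSF-1 transcriptional activity via heat shock element; 0% = median of DMSO wells and -100% = zero luminescence signal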
KLF5 inhibitor: kruppel-like factor 5 inhibition. DLD-1 KLF5 promoter-luciferase reporter, luminescence. AID 1700. inhibition, % at 5 µM. 0.23% of 290,000 active;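 active = inhibition above a per-plate limit of that plate's mean compound inhibition plus 3 SD, cut at about 60% in these data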;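 also: 0% = DMSO wells and 100% = LY294002 at 200 µM; higher means less KLF5 promoter-driven luciferase light; inactives centre near -14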
PolyA inhibitor: blocks polyadenylation in yeast reporter cells | AID 1875 | calls only at 12 µM | 0.02% of 300,000 active | S. cerevisiae SKY197-pL101 polyadenylation reporter, beta-gal luminescence; efflux-impaired pdr1/pdr3 knockout yeast; score 100 = 6 SD above DMSO;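 active = lowest replicate activity score at least 50, where 100 means six control SD above control mean; inconclusive = lowest score under 50 but half or more replicates reach 50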;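 also: yeast exposed to compound for 9 h at 30 °C; higher score means more reporter readthrough which indicates perturbed polyadenylation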
GSK3A inh: inhibitors of human GSK-3 alpha kinase; 0.1% of 320,000 active; inhibition, % at 10 µM; ADP-Glo luminescence, 60 min; P49840;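 in the data active = inhibition above about 50%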;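 also: GST-tagged GSK-3 alpha with peptide substrate and 25 µM ATP; 0% = DMSO neutral wells and 100% = GW8510 positive control wells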
Target sequence (P49840 whole entry, looked up): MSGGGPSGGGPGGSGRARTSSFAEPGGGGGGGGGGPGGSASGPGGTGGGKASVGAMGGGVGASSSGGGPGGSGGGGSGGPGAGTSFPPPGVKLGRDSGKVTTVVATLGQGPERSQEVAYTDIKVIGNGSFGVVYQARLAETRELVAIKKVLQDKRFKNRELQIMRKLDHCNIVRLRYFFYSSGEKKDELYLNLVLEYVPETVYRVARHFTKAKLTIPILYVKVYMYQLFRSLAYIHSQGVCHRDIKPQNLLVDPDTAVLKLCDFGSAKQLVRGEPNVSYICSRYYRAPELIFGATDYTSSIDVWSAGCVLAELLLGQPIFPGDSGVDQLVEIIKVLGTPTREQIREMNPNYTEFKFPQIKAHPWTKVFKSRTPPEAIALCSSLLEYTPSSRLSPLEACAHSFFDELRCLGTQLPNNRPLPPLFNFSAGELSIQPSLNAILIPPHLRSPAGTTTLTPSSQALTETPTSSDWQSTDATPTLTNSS
IEC-6 tox: kills IEC-6 intestinal cells in KLF5 counter-screen; inhibition, % at 5 µM; 0.78% of 290,000 active; AID 1825; IEC-6 cytotoxicity, luminescence viability; in the data active = inhibition above about 22%;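 also: 0% = plate median of test compound wells and 100% = cytotoxic reference compound wells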
* hit, by the source's call. An excerpt; the hit share may differ from the screen's.

CCOC(=O)c1c(S(=O)(=O)N(C)C2CCCCC2)c(C)n(C)c1C was read as HSF1 activator 20.1, aSyn UTR inh 17.9, HSP90 inh -1.6, GSK3beta inhib 0.9, AI-2 QS mod 16.6, HSF1 inhib -3.1, KLF5 inhibitor -10.8, PolyA inhibitor inactive, GSK3A inh 0.8 and IEC-6 tox -3.4.
Screening COc1ccc(NC(=O)COC(=O)/C=C/c2ccccc2[N+](=O)[O-])cc1OC returned HSF1 activator 3.1, aSyn UTR inh -20.6, HSP90 inh -5.8, GSK3beta inhib 3.8, AI-2 QS mod 8.7, HSF1 inhib -2.8, KLF5 inhibitor 13.8, PolyA inhibitor inactive, GSK3A inh -1.0 and IEC-6 tox 3.4.
For O=C(CSc1nnc2ccccn12)Nc1ccccc1C(=O)NC1CC1 the results were HSF1 activator 6.8, aSyn UTR inh -18.1, HSP90 inh 3.4, GSK3beta inhib -2.6, AI-2 QS mod 4.9, HSF1 inhib -0.8, KLF5 inhibitor 3.7, PolyA inhibitor inactive, GSK3A inh 2.6 and IEC-6 tox -0.9.
`COc1cc(C(=O)c2cocc2C(=O)c2ccc3c(c2)OCO3)cc(OC)c1OC` gave HSF1 activator -21.0, aSyn UTR inh 66.7*, HSP90 inh -0.1, GSK3beta inhib -0.4, AI-2 QS mod 10.4, HSF1 inhib -15.5, KLF5 inhibitor 63.1*, PolyA inhibitor inactive, GSK3A inh -1.1 and IEC-6 tox 77.4*.
For Cc1ccccc1C(=O)NCC(C)NC(=O)c1ccccc1C (stereo unspecified) the results were HSF1 activator 3.9, aSyn UTR inh -0.3, GSK3beta inhib 0.9, AI-2 QS mod 19.3, HSF1 inhib 10.8, PolyA inhibitor inactive and GSK3A inh -2.7.
For COC(=O)CCC/C=C1\SC[C@@H](NC(=O)c2ccccc2)C1NC(C)=O (stereo partly specified) the results were HSF1 activator -10.3, aSyn UTR inh 13.2, HSP90 inh -0.3, GSK3beta inhib 1.0, AI-2 QS mod 29.9, HSF1 inhib 1.6, KLF5 inhibitor -23.1, PolyA inhibitor inactive, GSK3A inh -2.6 and IEC-6 tox -3.1.
Cc1ccc(C(=O)C(SC(C)(C)C)n2cncn2)cc1 (stereo unspecified) was read as HSF1 activator -0.2, aSyn UTR inh -0.3, HSP90 inh 4.0, GSK3beta inhib 1.1, AI-2 QS mod 20.3, HSF1 inhib -4.8, KLF5 inhibitor 10.2, PolyA inhibitor inactive, GSK3A inh -0.7 and IEC-6 tox -5.0.
Cn1c(Cc2ccccc2)nnc1SCC(=O)Nc1ccccc1 was read as HSF1 activator 6.7, aSyn UTR inh -3.0, HSP90 inh -5.1, GSK3beta inhib 3.3, AI-2 QS mod 8.1, HSF1 inhib -1.7, KLF5 inhibitor 1.6, PolyA inhibitor inactive, GSK3A inh -1.3 and IEC-6 tox 4.7.
Screening CCCCC(=O)OCC(=O)Nc1ccc(SC(F)F)cc1 returned HSP90 inh -4.5, GSK3beta inhib -1.1, AI-2 QS mod inconclusive, KLF5 inhibitor -23.7, PolyA inhibitor inactive, GSK3A inh -1.5 and IEC-6 tox -2.4.
O=C(c1oc(=O)c2ccccc2c1-c1ccccc1)N1CCN(C2CCCCC2)CC1 was read as HSF1 activator 8.1, aSyn UTR inh -16.6, HSP90 inh 1.8, GSK3beta inhib -2.1, AI-2 QS mod 7.8, HSF1 inhib -0.3, KLF5 inhibitor 4.8, PolyA inhibitor inactive and IEC-6 tox 4.8.
O=C(c1cccc(C(F)(F)F)c1)C1CCCN(C(=O)CCCn2cncn2)C1 (stereo unspecified) was read as HSF1 activator -20.2, aSyn UTR inh 5.8, HSP90 inh -2.2, GSK3beta inhib 1.8, AI-2 QS mod 18.1, HSF1 inhib 0.8, KLF5 inhibitor 1.7, PolyA inhibitor inactive, GSK3A inh -0.4 and IEC-6 tox -4.3.
For COc1cc(Br)cc2cc(C(=O)N3CCN(c4ccccn4)CC3)c(=O)oc12 the results were HSF1 activator 3.1, aSyn UTR inh 0.5, HSP90 inh 1.3, GSK3beta inhib 1.7, AI-2 QS mod 11.0, HSF1 inhib 1.6, KLF5 inhibitor -14.8, PolyA inhibitor inactive, GSK3A inh -6.5 and IEC-6 tox -2.0.
COC(=O)c1ccc(CSc2nc3ccccc3c(=O)n2Cc2ccco2)o1 was read as HSF1 activator 1.7, aSyn UTR inh 23.1, HSP90 inh 2.1, GSK3beta inhib -5.6, AI-2 QS mod 27.8, HSF1 inhib 2.1, KLF5 inhibitor 1.3, PolyA inhibitor inactive, GSK3A inh -2.4 and IEC-6 tox -2.7.
Screening O=C(O)c1ccc(-n2cccc2)cc1O returned HSF1 activator 27.4, aSyn UTR inh 5.7, HSP90 inh -6.0, GSK3beta inhib -4.0, AI-2 QS mod 39.9, HSF1 inhib 0.5, KLF5 inhibitor -13.9, PolyA inhibitor inactive, GSK3A inh -1.3 and IEC-6 tox -6.5.
Screening COC(=O)c1sc(NC(=O)/C=C/c2ccc(C)cc2)nc1C returned HSF1 activator -0.1, aSyn UTR inh -71.4, HSP90 inh 4.3, GSK3beta inhib 1.4, AI-2 QS mod 19.2, HSF1 inhib -14.6, KLF5 inhibitor 8.8, PolyA inhibitor inactive, GSK3A inh 0.7 and IEC-6 tox -6.6.
`COc1ccccc1CC(=O)N1CCCc2cc(C)ccc21` gave HSF1 activator -4.3, aSyn UTR inh 20.5, HSP90 inh 3.7, GSK3beta inhib -1.4, AI-2 QS mod 18.4, HSF1 inhib -0.4, KLF5 inhibitor -25.7, PolyA inhibitor inactive, GSK3A inh 0.2 and IEC-6 tox -10.0.
Screening CC(NC(=O)CCN1N=C(c2ccccc2)CCC1=O)c1ccc2c(c1)OCCO2 (stereo unspecified) returned HSF1 activator 2.7, aSyn UTR inh -10.8, HSP90 inh 2.3, GSK3beta inhib -5.3, AI-2 QS mod 11.0, HSF1 inhib -2.4, KLF5 inhibitor -24.8, PolyA inhibitor inactive, GSK3A inh 0.0 and IEC-6 tox 7.3.
`COc1cccc(C2C(C(=O)/C=C/c3ccco3)=C(O)C(=O)N2CCN2CCOCC2)c1` (stereo unspecified) gave HSF1 activator -0.9, aSyn UTR inh 1.4, HSP90 inh 1.6, GSK3beta inhib 2.8, AI-2 QS mod 16.6, HSF1 inhib 7.3, KLF5 inhibitor 11.9, PolyA inhibitor inactive, GSK3A inh -10.5 and IEC-6 tox -0.8.
Cc1cc(C)cc(NC(=S)/C(=C(\[O-])c2ccc(Cl)cc2Cl)[n+]2ccccc2)c1 was read as HSF1 activator 0.1, aSyn UTR inh 8.6, HSP90 inh 4.9, GSK3beta inhib -2.7, AI-2 QS mod -12.3, HSF1 inhib -1.2, KLF5 inhibitor -8.4, PolyA inhibitor inactive, GSK3A inh -2.8 and IEC-6 tox -0.8.
`COc1ccc(NC(=O)Cc2c(C(=O)O)n(C)c3ccccc23)cc1OC` gave HSF1 activator -10.0, aSyn UTR inh -7.7, HSP90 inh -0.2, GSK3beta inhib 1.8, AI-2 QS mod 45.1, HSF1 inhib 0.4, KLF5 inhibitor -15.4, PolyA inhibitor inactive, GSK3A inh -1.8 and IEC-6 tox -0.7.
Screening COc1ccc(C2C(C(=O)Nc3cc(C)on3)c3ccccc3C(=O)N2C)cc1 (stereo unspecified) returned HSF1 activator 5.5, aSyn UTR inh 2.7, HSP90 inh -0.1, GSK3beta inhib 0.6, AI-2 QS mod 18.0, HSF1 inhib 3.4, KLF5 inhibitor -17.0, PolyA inhibitor inactive, GSK3A inh -0.8 and IEC-6 tox -1.2.
Screening Nc1ccc(-c2nc3ncccc3o2)cc1 returned HSF1 activator -5.4, aSyn UTR inh -60.3, HSP90 inh 0.6, GSK3beta inhib -4.1, AI-2 QS mod 23.9, HSF1 inhib -2.2, KLF5 inhibitor -67.2, PolyA inhibitor inactive, GSK3A inh -0.6 and IEC-6 tox 6.2.
Screening NS(=O)(=O)c1ccc(NC(=O)c2cccc3ccccc23)cc1 returned HSF1 activator 8.8, aSyn UTR inh 18.1, HSP90 inh 1.3, GSK3beta inhib -4.9, AI-2 QS mod 6.1, HSF1 inhib 3.2, KLF5 inhibitor -27.1, PolyA inhibitor inactive, GSK3A inh -1.2 and IEC-6 tox 2.7.
`CC(C)NC(=O)NC(=O)CSc1nnc(-c2ccccc2F)n1N` gave HSF1 activator 36.9, aSyn UTR inh 18.9, HSP90 inh -2.6, GSK3beta inhib 1.4, AI-2 QS mod 10.8, HSF1 inhib 10.3, KLF5 inhibitor -22.8, PolyA inhibitor inactive, GSK3A inh -1.1 and IEC-6 tox -4.3.
CCOC(=O)CNC(=O)N1CCCC(CCC(=O)NCc2ccc(F)c(F)c2)C1 (stereo unspecified) was read as HSF1 activator 6.7, aSyn UTR inh -21.3, HSP90 inh 0.5, GSK3beta inhib 1.8, AI-2 QS mod 25.9, HSF1 inhib -6.2, KLF5 inhibitor -2.6, PolyA inhibitor inactive and IEC-6 tox -5.4.
`CC1CCc2cc(F)ccc2N1C(=O)c1cnc2sccn2c1=O` (stereo unspecified) gave HSF1 activator -15.1, aSyn UTR inh -16.4, HSP90 inh -0.5, GSK3beta inhib -3.5, AI-2 QS mod 28.8, HSF1 inhib -5.2, KLF5 inhibitor -27.4, PolyA inhibitor inactive, GSK3A inh -2.3 and IEC-6 tox 2.6.
For COc1ccc(-c2cc(C)no2)cc1S(=O)(=O)NCc1ccc(OC(C)C)cc1 the results were HSF1 activator -9.8, aSyn UTR inh -30.0, HSP90 inh -3.6, GSK3beta inhib 0.4, AI-2 QS mod 5.9, HSF1 inhib -9.1, KLF5 inhibitor -17.2, PolyA inhibitor inactive, GSK3A inh 2.2 and IEC-6 tox 3.4.
For NC(=S)N/N=C/c1ccccc1OC(=O)/C=C/c1ccccc1 the results were HSF1 activator 1.7, aSyn UTR inh 11.5, HSP90 inh 1.6, GSK3beta inhib 0.6, AI-2 QS mod 5.2, HSF1 inhib 0.7, KLF5 inhibitor 16.4, PolyA inhibitor inactive, GSK3A inh 9.7 and IEC-6 tox 13.5.
`CC(=O)c1ccc(Sc2ccccn2)c([N+](=O)[O-])c1` gave HSF1 activator 3.0, aSyn UTR inh -9.5, HSP90 inh -0.5, GSK3beta inhib 0.3, AI-2 QS mod 13.1, HSF1 inhib -0.7, KLF5 inhibitor -7.2, PolyA inhibitor inactive, GSK3A inh -1.7 and IEC-6 tox -4.9.
Screening CCOC(=O)NNC(=O)C1CCC(C)CC1 (stereo unspecified) returned HSF1 activator -9.1, aSyn UTR inh -9.5, HSP90 inh -2.2, GSK3beta inhib 3.8, AI-2 QS mod 9.1, HSF1 inhib -5.6, KLF5 inhibitor 1.7, PolyA inhibitor inactive, GSK3A inh -3.0 and IEC-6 tox 2.6.
Screening CCC1(C)Cc2c(sc3c2c(=O)n(C)c2nnc(SCc4ccccc4)n32)CO1 (stereo unspecified) returned HSF1 activator 0.6, aSyn UTR inh -17.8, HSP90 inh 3.3, GSK3beta inhib 1.6, AI-2 QS mod 4.0, HSF1 inhib -0.7, KLF5 inhibitor -26.9, PolyA inhibitor inactive, GSK3A inh -1.4 and IEC-6 tox -2.3.
